CF NFkB inh = cystic fibrosis NF-kB activation inhibition. KKLEB NF-kB-GFP reporter, PAF-induced, GFP fluorescence overnight. inhibition, % at 5 µM. 0.86% of 360,000 active. AID 588850;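 active = at least 50% inhibition at 5 µM, scaled per plate between neutral and stimulator controls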;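 also: PAF is a Pseudomonas aeruginosa culture filtrate used as stimulus; plate controls were PAF-stimulated DMSO wells for no effect and unstimulated DMSO wells for full effect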
SRC3 inh = inhibitors of human steroid receptor coactivator 3 (SRC3); HEK293 GAL4-SRC3 luciferase reporter, luminescence; inhibition, % at 3.6 µM; 0.17% of 360,000 active; AID 588352;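 active = inhibition above a per-campaign cutoff, the mean of all compounds plus 3 SD, cut at about 60% in these data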;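 also: 0% = DMSO-treated cells and 100% = gossypol-treated cells at 36 µM; higher means less SRC3-driven luciferase light from the GAL4 reporter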
Target sequence (Q9Y6Q9 whole entry, looked up, the tested form may be a part): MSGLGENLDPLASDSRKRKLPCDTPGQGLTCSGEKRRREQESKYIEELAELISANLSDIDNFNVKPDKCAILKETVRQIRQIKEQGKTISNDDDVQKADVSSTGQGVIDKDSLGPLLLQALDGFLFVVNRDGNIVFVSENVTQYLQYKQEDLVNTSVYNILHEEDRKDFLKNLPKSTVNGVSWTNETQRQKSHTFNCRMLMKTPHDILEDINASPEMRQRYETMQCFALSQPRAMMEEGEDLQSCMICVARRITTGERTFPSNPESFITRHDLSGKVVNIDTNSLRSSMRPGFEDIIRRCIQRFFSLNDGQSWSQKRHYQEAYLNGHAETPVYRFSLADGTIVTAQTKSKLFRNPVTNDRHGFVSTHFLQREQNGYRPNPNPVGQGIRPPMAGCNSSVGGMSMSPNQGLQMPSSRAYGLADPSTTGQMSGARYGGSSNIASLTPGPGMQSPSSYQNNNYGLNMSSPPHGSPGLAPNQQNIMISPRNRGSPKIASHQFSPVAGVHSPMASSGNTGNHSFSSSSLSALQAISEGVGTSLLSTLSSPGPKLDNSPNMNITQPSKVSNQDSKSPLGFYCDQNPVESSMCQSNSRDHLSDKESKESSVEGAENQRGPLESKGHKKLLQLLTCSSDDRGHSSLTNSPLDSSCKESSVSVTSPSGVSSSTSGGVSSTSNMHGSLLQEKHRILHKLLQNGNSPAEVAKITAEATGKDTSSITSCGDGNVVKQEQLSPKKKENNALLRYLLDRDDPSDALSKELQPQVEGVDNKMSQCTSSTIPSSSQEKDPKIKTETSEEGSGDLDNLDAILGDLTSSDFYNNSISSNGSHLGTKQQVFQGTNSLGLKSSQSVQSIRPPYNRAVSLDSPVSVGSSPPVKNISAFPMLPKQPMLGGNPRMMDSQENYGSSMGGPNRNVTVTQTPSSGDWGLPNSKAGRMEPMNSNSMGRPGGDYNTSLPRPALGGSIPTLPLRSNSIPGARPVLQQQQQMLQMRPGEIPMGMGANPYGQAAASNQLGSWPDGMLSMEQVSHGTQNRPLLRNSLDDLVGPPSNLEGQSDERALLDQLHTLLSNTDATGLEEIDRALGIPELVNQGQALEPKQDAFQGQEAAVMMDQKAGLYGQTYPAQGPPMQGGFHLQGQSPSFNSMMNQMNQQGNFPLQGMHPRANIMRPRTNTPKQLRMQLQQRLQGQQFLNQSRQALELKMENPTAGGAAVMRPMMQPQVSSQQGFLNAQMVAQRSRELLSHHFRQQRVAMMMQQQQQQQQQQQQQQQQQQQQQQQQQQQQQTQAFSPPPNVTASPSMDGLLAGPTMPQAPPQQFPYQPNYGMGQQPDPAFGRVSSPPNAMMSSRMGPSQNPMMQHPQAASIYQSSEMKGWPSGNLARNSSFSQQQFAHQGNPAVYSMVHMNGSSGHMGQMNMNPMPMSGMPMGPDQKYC
TROY NFkB inh = TROY signaling inhibition. 0.98% of 360,000 active. inhibition, % at 10 µM. Q293 LMP1-TROYcd NF-kB luciferase reporter, 4 h. AID 1347056;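 active = compounds whose plate-normalised and pattern-corrected inhibition of the luciferase reporter signal at the single screening dose is 50% or more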
Shn3 inh set2 = Schnurri-3 reporter inhibition in Clone20 osteoblasts. Clone20 osteoblast Shn3 3'UTR firefly luciferase, 24 h. 0.52% of 360,000 active. inhibition, % at 12.5 µM;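 active = mean inhibition of at least 75% with every replicate also reaching 75%; inconclusive = mean inhibition at least 75% but some replicate below; inactive = mean inhibition below 75%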;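 also: 0% = median of neutral control wells and 100% = pilot-screen positive control compound; some compounds past the cut are filed as inactive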
NR5A2 inv ag = NR5A2 inverse agonism in reporter assay; O00482; HEK293T StAR-luciferase reporter, LRH-1 transfected, 24 h; inhibition, % at 3.6 µM; 0.13% of 360,000 active; AID 602396;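 active = inhibition above the mean inhibition of all tested compounds plus 3 SD, cut at about 73% in these data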;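 also: 0% = DMSO wells and 100% = reporter-only cells lacking LRH-1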
COUP-TFII inh = blocks human COUP-TFII nuclear receptor | 0.7% of 370,000 active | inhibition, % at 8.6 µM | AID 686940 | P24468 | HEK293T NGFI-A luciferase reporter, luminescence;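 active = inhibition above a per-plate cutoff, mean inhibition of test wells between control levels plus 3 SD, cut at about 38% in these data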;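 also: cells cotransfected with COUP-TFII expression vector driving the NGFI-A reporter; 0% = median of COUP-TF2 test wells and 100% = reporter-only cells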
TRAIL sens C8 = caspase-8 TRAIL sensitization; NB7+C8 cells + TRAIL, ATPlite viability luminescence; inhibition (viability loss, TRAIL sensitization), % at 10 µM; 1% of 360,000 active; AID 624354;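 active = compounds causing at least 50% loss of cell viability in the single-dose screen, relative to plate controls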
LMP1 NFkB inh = Epstein-Barr LMP1 NF-kappaB reporter inhibition | inhibition, % at 12.5 µM | 0.69% of 350,000 active | AID 504558 | LMP1-induced NF-kappaB luciferase reporter cells, luminescence; in the data active = inhibition above about 41%; inconclusive = no clear call, values can overlap the other calls;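 also: 0% = neutral control wells and 100% = reference inhibitor control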
TWEAK-Fn14 inh = TWEAK-Fn14 signaling inhibition; inhibition, % at 10 µM; TWEAK-stimulated Fn14 reporter cells, luciferase luminescence, 8 h; 2% of 360,000 active; AID 1159606; in the data active = inhibition above about 50%
KKLEB cytotox = reduces viability of KKLEB cystic fibrosis airway cells; AID 602141; activity change (cytotoxicity), % at 5 µM; KKLEB CF airway cells viability, ATPlite luminescence, overnight; hits give low values; cells stimulated with P. aeruginosa culture filtrate; 0.36% of 360,000 active;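 active = corrected activity change at or below -50% at 5 µM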
NCOA1 inh = inhibitors of human steroid receptor coactivator 1 (SRC1); Q15788; HEK293 GAL4-SRC1 luciferase reporter, luminescence; inhibition, % at 3.6 µM; 0.12% of 360,000 active; AID 588354;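 active = inhibition above the campaign mean plus 3 SD, with each screening campaign given its own cutoff, cut at about 60% in these data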;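 also: 0% = DMSO treated cells and 100% = gossypol at 36 µM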
* marks the source's active call; other numbers are inactive results; ? = inconclusive; / = not tested or not shown.

entry | smiles | CF NFkB inh | SRC3 inh | TROY NFkB inh | Shn3 inh set2 | NR5A2 inv ag | COUP-TFII inh | TRAIL sens C8 | LMP1 NFkB inh | TWEAK-Fn14 inh | KKLEB cytotox | NCOA1 inh
1 | COc1cc2cnc(-c3ccccc3)c(-c3ccc(C(F)(F)F)cc3)c2cc1OC | 19 | 4 | 2 | 15 | -22 | 15 | 6 | 14 | -43 | 1 | -17
2 | CCOc1ccc(S(=O)(=O)Nc2ccc(C(=O)NCC(c3ccco3)N3CCCCC3)cc2)cc1 (stereo not drawn) | 11 | -10 | 18 | -4 | -20 | -2 | -9 | -7 | -8 | -4 | -5
3 | COc1ccc(C(=O)NNC(=O)Cc2nc3ccccc3n2C)cc1 | -6 | 7 | -10 | 11 | -4 | -13 | 2 | -4 | 2 | 19 | -25
4 | Cc1ccc(CC(=O)Nc2ccccc2N2CCOCC2)cc1C | -1 | 13 | 1 | 0 | 2 | 28 | 11 | -2 | -24 | -2 | -1
5 | CC1CN(S(=O)(=O)c2cccc(C(=O)N(C)C3CCN(C)CC3)c2)CC(C)O1 (stereo not drawn) | 17 | 4 | 3 | 3 | -5 | 14 | 1 | 6 | 2 | 4 | -5
6 | O=C(Cc1ccc(NS(=O)(=O)c2ccc(Cl)c(Cl)c2)cc1)NCCN1CCOCC1 | -4 | -11 | 3 | -91 | -17 | -14 | -17 | -9 | -1 | 26 | -24
7 | CC(C)(C)C(=O)CN1C(=O)NC(C)(Cc2ccc3c(c2)OCO3)C1=O (stereo not drawn) | -10 | 9 | -5 | -21 | 22 | -4 | 0 | 2 | 7 | 2 | -2
8 | CN1CCC(=C2c3ccccc3C=Cc3ccccc32)CC1 | 14 | 9 | -14 | 27 | 14 | -9 | 10 | 5 | -24 | -23 | -12
9 | COc1ccc(CC(=O)N2CC3(C)CC2CC(C)(C)C3)cc1 (stereo not drawn) | -2 | 13 | 8 | 15 | -9 | -4 | 4 | -3 | -7 | -16 | -13
10 | O=C(NCCc1ccccc1F)C(=O)Nc1nccs1 | 2 | -25 | -66 | -36 | -8 | -9 | 10 | -20 | 0 | 5 | -37
11 | Cc1nonc1OCCNCc1c(C(=O)N2CCCCCCC2)nc2ccc(Cl)cn12 | -17 | 19 | -5 | 21 | -10 | -4 | -4 | 1 | 18 | -6 | 6
12 | Cc1ccc(NC(=O)CN(Cc2ccccc2)S(C)(=O)=O)cc1C | 11 | 1 | -6 | 4 | -5 | 25 | -8 | 3 | 18 | 8 | 5
13 | COc1cc(CCCN2C(=S)NC[C@@H]2CC2CCCCC2)cc(OC)c1OC | 11 | 7 | 13 | 8 | 5 | 10 | -3 | 8 | -16 | 3 | 6
14 | O=C(NCCCl)Nc1cc([N+](=O)[O-])ccc1Cl | 12 | 16 | 62* | 14 | 0 | -10 | 1 | 13 | -2 | 13 | 2
15 | CCOc1ccc(-c2nnn(CC(=O)c3ccc4c(c3)OCCO4)n2)cc1OCC | 3 | 16 | 29 | -5 | -16 | 2 | -18 | -7 | -21 | -2 | 18
16 | COc1ccc(N2C(=O)CC(c3ccc([N+](=O)[O-])cc3)C2=O)cc1 (stereo not drawn) | -16 | -10 | -2 | 12 | -8 | -1 | -3 | 0 | 20 | 12 | -1
17 | CCOc1ccccc1C=Nc1ccccc1C(=O)Nc1ccccc1 | -4 | 12 | -32 | -6 | -16 | -8 | 4 | 5 | 15 | 5 | -1
18 | CC1(C)OC2COC(c3[nH]nc4c(=O)[nH]c(=O)[nH]c34)C2O1 (stereo not drawn) | 13 | -22 | -12 | 0 | -8 | 15 | -20 | -1 | -8 | -7 | -14
19 | Cc1ccc(C(=O)NCCC(=O)N2CCC3(CC2)NCCc2[nH]cnc23)cc1C | -24 | -4 | 3 | 12 | 2 | -11 | -32 | -2 | -3 | 18 | -7
20 | CC(=O)Nc1cccc(/C(C)=N/NC(=O)c2ccc(Cl)cc2Cl)c1 | 1 | -3 | 10 | 2 | 3 | -6 | 5 | 0 | 19 | 2 | -20
21 | CCn1c(Cc2ccccc2)nnc1SCc1nc2ccccc2c(=O)[nH]1 | 1 | 23 | -14 | 12 | 15 | / | -7 | -14 | -2 | 2 | 2
22 | COc1ccccc1Oc1ccc2c(c1)C(=O)N(CC(=O)O)C2=O | -10 | 8 | 0 | -6 | -10 | / | -24 | -4 | 7 | -4 | -7
23 | O=C(CCCN1C(=O)/C(=C\c2cccs2)SC1=S)Nc1cccc(C(=O)O)c1 | -5 | -16 | -24 | 13 | -4 | -2 | 0 | -5 | -26 | 1 | -1
24 | CCOC(=O)N(C)c1c(CC)nc2c(OCc3ccccc3)cccn12 | -2 | -9 | -19 | -4 | 15 | -6 | -1 | / | 2 | 7 | 6
25 | Cc1ccc(C)c(Cn2c(C)nc3c(sc(=S)n3-c3ccccc3)c2=O)c1 | 18 | 2 | 3 | 25 | 1 | 11 | 28 | -11 | -17 | 3 | 3

Four structures already listed, ordered by molar mass, lowest first.
entry | smiles | CF NFkB inh | SRC3 inh | TROY NFkB inh | Shn3 inh set2 | NR5A2 inv ag | COUP-TFII inh | TRAIL sens C8 | LMP1 NFkB inh | TWEAK-Fn14 inh | KKLEB cytotox | NCOA1 inh
22 | COc1ccccc1Oc1ccc2c(c1)C(=O)N(CC(=O)O)C2=O | -10 | 8 | 0 | -6 | -10 | / | -24 | -4 | 7 | -4 | -7
7 | CC(C)(C)C(=O)CN1C(=O)NC(C)(Cc2ccc3c(c2)OCO3)C1=O (stereo not drawn) | -10 | 9 | -5 | -21 | 22 | -4 | 0 | 2 | 7 | 2 | -2
13 | COc1cc(CCCN2C(=S)NC[C@@H]2CC2CCCCC2)cc(OC)c1OC | 11 | 7 | 13 | 8 | 5 | 10 | -3 | 8 | -16 | 3 | 6
15 | CCOc1ccc(-c2nnn(CC(=O)c3ccc4c(c3)OCCO4)n2)cc1OCC | 3 | 16 | 29 | -5 | -16 | 2 | -18 | -7 | -21 | -2 | 18

Remaining list, next part
entry | smiles | CF NFkB inh | SRC3 inh | TROY NFkB inh | Shn3 inh set2 | NR5A2 inv ag | COUP-TFII inh | TRAIL sens C8 | LMP1 NFkB inh | TWEAK-Fn14 inh | KKLEB cytotox | NCOA1 inh
26 | Cc1[nH]c2ccccc2c1C(=O)CSc1nccc(=O)[nH]1 | -23 | 10 | 2 | 3 | 11 | 17 | -14 | -4 | 5 | 1 | 10
27 | N#C/C(=C\c1c(Cl)cccc1Cl)c1nc2ccccc2[nH]1 | -14 | -10 | -24 | -18 | -10 | 16 | 6 | 6 | -35 | -4 | 10
28 | CCOC(=O)C1(CC2CCCCO2)CCN(S(=O)(=O)c2c(C)nn(C)c2C)CC1 (stereo not drawn) | 12 | 6 | -15 | -1 | -15 | 1 | 3 | -10 | -2 | -18 | -12
29 | COc1ccc(NC(=O)CC(=O)Nc2ccc(OC)cc2)cc1 | 2 | 9 | 2 | -5 | 13 | 7 | -11 | 7 | -8 | 9 | 11
30 | Cc1ccc(C(=O)/C=C2\NCC(C)NC2=O)cc1 (stereo not drawn) | 0 | -65 | / | 30 | -84 | -30 | 43 | 23 | 54* | 2 | -59
31 | CCOC(=O)c1c(-c2ccccc2)csc1NC(=O)c1ccc(S(=O)(=O)N2CCOCC2)cc1 | 17 | 1 | -8 | -15 | -7 | 12 | 1 | -32 | 21 | -7 | -7
32 | CC(=O)NCCNc1ccc([N+](=O)[O-])cn1 | -7 | 2 | -6 | 4 | -4 | -2 | -4 | -8 | 13 | 4 | -12
33 | OCc1ccccc1N=Cc1cccnc1 | 6 | -4 | 3 | -9 | 1 | -5 | 4 | -3 | 0 | 3 | -2
34 | CCc1c(C)nc2ncnn2c1N1CCCC(C(=O)Nc2cc(F)ccc2C)C1 (stereo not drawn) | 9 | 8 | -2 | 24 | 11 | 17 | 9 | 4 | 11 | -1 | 7
35 | O=C(CN1c2ccccc2Sc2ccccc21)N/N=C/c1ccc([N+](=O)[O-])cc1 | -21 | 17 | -10 | 1 | 2 | 16 | 14 | -20 | -4 | 20 | 7
36 | O=C1C=C(N2CCOCC2)c2cccc3cccc1c23 | -16 | -13 | 2 | 3 | 20 | 0 | -9 | 0 | 4 | 1 | -14
37 | O=c1ccn(-c2cccc(C(F)(F)F)c2)nc1-c1ccn(-c2ccccc2)n1 | 9 | 8 | 12 | 19 | 6 | 3 | -8 | 0 | -16 | -10 | 5
38 | O=Cc1cccn1-c1cccnc1 | 4 | 2 | -5 | -15 | 0 | -11 | -2 | ? | 13 | 13 | 12
39 | O=C(NCCO)C(=O)NCC1OCCCN1S(=O)(=O)c1ccc2c(c1)OCCO2 (stereo not drawn) | 8 | -4 | -34 | -5 | -6 | 2 | -1 | 11 | -12 | 18 | 4
40 | COc1cc(C=Nc2cccc([N+](=O)[O-])c2C)ccc1OC(C)=O | -5 | 9 | 4 | 0 | -8 | 4 | -3 | -1 | -3 | 5 | -2
41 | OC[C@@H]1CN(Cc2ccccc2)C[C@H](n2ccc3c(N4CCCC4)ncnc32)O1 | -41 | -27 | 6 | -1 | -15 | 4 | -15 | / | -8 | 10 | -3
42 | NC(=O)c1ccc(NC(=O)CN2CCN(c3ccccc3)CC2)cc1 | -21 | -8 | -7 | -10 | 5 | 14 | -2 | -11 | -2 | 14 | 2
43 | O=C(c1ccccc1)N1CCN(C(=O)c2ccccc2)c2ccccc21 | 2 | -4 | -20 | 15 | 8 | 1 | -7 | 0 | 17 | -2 | 6
44 | Cc1cccc(OCC(=O)NC2CCCc3ccccc32)c1C (stereo not drawn) | 9 | 2 | -14 | 2 | -18 | 6 | 7 | -6 | -8 | -16 | -8
45 | CC(C)CC1c2[nH]c3ccccc3c2CCN1C(=O)C1CCOCC1 (stereo not drawn) | 9 | 9 | 8 | -2 | 14 | 21 | 9 | 12 | -7 | -18 | -9
46 | Cc1ccc(NC(=O)CCc2nnc3ccc(N4CCC(C)CC4)nn23)nc1 | -5 | 6 | 5 | 0 | 14 | -18 | 10 | 3 | -3 | 14 | 0

Molecules above that contain an NH in an aromatic ring, in the order listed:
entry | smiles | CF NFkB inh | SRC3 inh | TROY NFkB inh | Shn3 inh set2 | NR5A2 inv ag | COUP-TFII inh | TRAIL sens C8 | LMP1 NFkB inh | TWEAK-Fn14 inh | KKLEB cytotox | NCOA1 inh
18 | CC1(C)OC2COC(c3[nH]nc4c(=O)[nH]c(=O)[nH]c34)C2O1 (stereo not drawn) | 13 | -22 | -12 | 0 | -8 | 15 | -20 | -1 | -8 | -7 | -14
19 | Cc1ccc(C(=O)NCCC(=O)N2CCC3(CC2)NCCc2[nH]cnc23)cc1C | -24 | -4 | 3 | 12 | 2 | -11 | -32 | -2 | -3 | 18 | -7
21 | CCn1c(Cc2ccccc2)nnc1SCc1nc2ccccc2c(=O)[nH]1 | 1 | 23 | -14 | 12 | 15 | / | -7 | -14 | -2 | 2 | 2
26 | Cc1[nH]c2ccccc2c1C(=O)CSc1nccc(=O)[nH]1 | -23 | 10 | 2 | 3 | 11 | 17 | -14 | -4 | 5 | 1 | 10
27 | N#C/C(=C\c1c(Cl)cccc1Cl)c1nc2ccccc2[nH]1 | -14 | -10 | -24 | -18 | -10 | 16 | 6 | 6 | -35 | -4 | 10
45 | CC(C)CC1c2[nH]c3ccccc3c2CCN1C(=O)C1CCOCC1 (stereo not drawn) | 9 | 9 | 8 | -2 | 14 | 21 | 9 | 12 | -7 | -18 | -9

Some of the compounds tested (hit frequency here may not be typical).
